# Growth percent in the NCI-60 one-dose screen (48 h, 10 µM unless noted): 100 = growth as untreated, 0 = no growth, -100 = all killed.
# A549/ATCC – A549/ATCC NSCLC | AID 1794740 | 81,000 tested, 3.7% active
# CCRF-CEM – CCRF-CEM leukemia | 77,000 tested, 7% active | AID 1794778
# EKVX – EKVX NSCLC; 71,000 tested, 3% active
# UACC-62 – UACC-62 melanoma; 81,000 tested, 5.4% active; AID 1794756
# HOP-92 – HOP-92 NSCLC cells; 71,000 tested, 6.3% active
# HOP-62 – HOP-62 NSCLC. 80,000 tested, 3.9% active
# RPMI-8226 – RPMI-8226 leukemia cells. 77,000 tested, 7.5% active. AID 1794781
# M14 – M14 melanoma; 80,000 tested, 6.2% active
# * = called active by the depositor; x = no result given; & = joins results of further samples. Rule for the calls: active = growth percent below 10; inactive = the rest.
SMILES,A549/ATCC,CCRF-CEM,EKVX,UACC-62,HOP-92,HOP-62,RPMI-8226,M14
CCCCN(C(=O)c1ccco1)c1ccccc1,100,97,94,103,97,97,103,106
CN(C)c1ccc(/C=C(\C#N)c2nc(N)nc(Nc3ccc(S(N)(=O)=O)cc3)n2)cc1,92,47,96,89,64,104,47,99
CC1(C)CC[C@]2(c3nnc(-c4cccnc4)o3)CC[C@]3(C)C(=CC[C@@H]4[C@@]5(C)CCC(=O)C(C)(C)[C@@H]5CC[C@]43C)[C@@H]2C1,68,56,87,50,76,95,50,83
CCOC(=O)c1cnn(CC(O)c2ccccc2)c1NC(=O)c1ccc(F)cc1 (configuration not stated),93,108,x,97,102,96,102,102
COc1cccc(Cn2cc3c(c2-c2ccccc2)CCc2cnoc2-3)c1OC,79,70,61,71,67,x,61,96
N#CC1=C(N)Oc2cc(N)ccc2C1c1ccc(F)cc1 (configuration not stated),74,67,97,75,x,70,82,51
CCOc1ccccc1NC(=O)c1cc(-c2ccc(C)cc2)n(-c2ccc(S(C)(=O)=O)cc2)n1,95,94,85,95,85,106,95,107
Cc1nn(-c2ccccc2)c2c1oc(=O)c1cc(Cl)ccc12,102,98,93,92,x,92,101,93
CC(C)CNCC(O)COc1ccccc1 (configuration not stated),111,109,108,112,101,100,116,113
O=S(=O)(C/C(=N/O)c1cccs1)c1ccccc1,99,92,x,104,102,109,100,107
O=[N+]([O-])c1ccc(C(Cl)=C(Cl)Cl)cc1,103,100,x,103,x,98,99,103
Cn1c(O)c(/C=N/NC(=O)c2ccccn2)sc1=S,51,32,72,57,80,43,63,54
CCCCC/C(C)=C(\C#N)C(=O)NC(N)=S,107,107,x,103,86,99,101,102
Cc1cc(=NC(C)(C)C)nc2c3ccccc3c(Cl)cn12,95,85,x,75,x,101,79,97
COc1ccc(Oc2c(OC)cc(NCc3ccc(CN)cc3)c3ncccc23)cc1,99,95,x,94,84,92,82,97
CCOC(=O)c1cccc(NC2=CC(=O)C(C)=C(C)C2=O)c1,97,108,93,96,111,105,111,101
COC(=O)c1ccc([N+](=O)[O-])cc1C(=O)OC,92,98,96,102,99,98,106,106
O=[N+]([O-])C1C2OC3(CCCCC3)OC2C([N+](=O)[O-])[C@H](c2c[nH]c3ccccc23)c2c([nH]c3ccccc23)[C@@H]1c1c[nH]c2ccccc12 (some centres not stated),98,97,65,64,83,77,80,100
CCCCOC(c1ccc2c(c1)OCO2)C(C)Br (configuration not stated),94,x,x,103,x,107,96,103
Fc1ccc(Nc2nccc(Nc3ccc4[nH]ncc4c3)n2)cc1,57,x,71,71,19,59,41,62
CC(C)CCSc1nc(NNC(N)=O)c(C#N)c(-c2ccccc2)n1,106,100,100,98,86,105,99,72
CCOC(=S)Nc1ccccc1,75,102,99,101,87,104,108,104
CC1(C(=O)O)CC1(Cl)Cl (configuration not stated),106,105,101,105,101,111,120,102
CC(C)c1ccc(C(=O)Nc2sc3c(c2C(N)=O)CCC(=O)C3)cc1,17,2.5*,16,-36*,-32*,26,-37*,-56*
CN(c1ccccc1C(=O)O)S(=O)(=O)c1ccccc1,99,99,x,104,x,108,104,112
O=C(Nc1ccccc1)C1=COCCS1,93,96,78,94,85,72,92,89
COc1cc2nc(-c3ccc(Cl)cc3)cc(OCCCN3CCOCC3)c2cc1OC,30,61,56,-21*,19,60,20,-38*
CCOC(=O)c1c2ccncc2n2c(=O)n(C)nnc12,55,124,79,99,85,96,101,103
CC/C(=C(\c1ccc(OCCN2CCCCCC2)cc1)c1ccc(OC(=O)C2CCCCC2)cc1)c1ccc(OC)cc1,84,77,92,106,84,104,83,101
CCCCCCCCCCCCc1ccc(O)c(CN(C)C)c1,104,94,109,99,54,104,84,102
COc1cc(Cn2cc3c(c2-c2ccccc2)CCc2cnoc2-3)cc(OC)c1,80,79,72,59,78,x,56,101
CCCCN(CCCC)CNC(=O)c1ccccc1,91,100,101,102,106,98,105,97
Nc1nc(-c2ccc(Cl)cc2)c2cc[nH]c(=O)c2n1,110,85,93,99,x,114,90,108
N#C/C(=C\c1ccc(C#N)cc1)C(=O)c1ccccc1,98,93,109,93,86,103,x,96
COc1ccc(-c2nn(-c3ccccc3)cc2/C=C2\SC(=S)N(CCCCCCCCCCC(=O)O)C2=O)cc1OC,82,77,122,81,98,108,68,102
O=C(CC(=O)Nc1cccc(C(=O)O)c1)Nc1cccc(C(=O)O)c1,86,94,101,95,100,88,100,97
CCN(CC)CCn1cc(CN)nn1,88,101,102,102,110,97,108,x
CCN(CC)CCOc1ccc(O)cc1,95,104,100,92,94,96,100,94
Cc1ccc2cc(-c3nc4ccccc4s3)c(Cl)nc2c1Cl,106,96,96,95,92,93,98,127
CC(=O)N[C@H](C(=O)N[C@H](Cc1ccccc1)C(=O)N[C@H](CS)C(=O)N[C@H](CCCNC(=N)N)C(=O)N[C@H](CCCNC(=N)N)C(=O)N[C@H](CCCNC(=N)N)C(=O)N[C@H](CCCNC(=N)N)C(=O)N[C@H](CCCNC(=N)N)C(=O)N[C@H](CCCNC(=N)N)C(=O)N[C@H](CCCNC(=N)N)C(=O)N[C@H](CCCNC(=N)N)C(N)=O)[C@@H](C)O,105,102,108,103,86,119,102,102
COc1ccc(/C=N/NC(=O)Cn2nc(Cc3ccccc3)c3onc(C)c3c2=O)cc1,86,97,94,92,38,84,89,96
CCOC(=O)CCC(C(C)=O)C(=O)OCC (configuration not stated),99,100,110,102,x,104,98,109
C[N+](C)(C)CCOc1ccccc1Cc1ccccc1,112,106,84,103,x,119,103,96
O=S(=O)(Nc1nccs1)c1ccccc1,106,113,100,98,103,103,107,100
C#C[C@]1(O)CCC2C3CCC4=CC(=O)CC[C@@H]4C3CC[C@@]21C (some centres not stated),96,105,46,68,41,100,101,95
CCCOC(=O)Cc1ccc(OC)cc1,96,106,101,104,99,100,108,103
COc1ccccc1/C(=C/c1ccc([N+](=O)[O-])cc1)C(=O)O,105,94,x,99,110,106,99,103
Nc1nc(N)c(-c2ccc(Cl)c(Cl)c2)c(CBr)n1,27,56,85,57,99,102,80,50
O=S(=O)(NCCCNc1nccc(-c2c(-c3cccc(O)c3)nc3occn23)n1)c1ccc(F)cc1,89,89,101,-2.0*,116,117,77,28
CCCC1C(C(=O)OCC)=C(N)Oc2cc(O)ccc21 (configuration not stated),101,100,81,95,75,77,99,90
COc1ccc(N/N=C/c2ccc3c(c2)Sc2ccccc2N3C)cc1,57,74,66,11,67,67,78,41
CCOC(=O)c1sc2nc(-c3ccc(OC)cc3)nc(N3CCOCC3)c2c1C,88,104,79,86,90,88,99,111
Nc1ncc(S(=O)(=O)c2ccc([N+](=O)[O-])cc2)s1,112,107,130,102,137,131,109,114
CCN(CC)S(=O)(=O)c1ccc(OC)c(N)c1,97,93,101,99,94,108,97,101
CCNC(=S)N/N=C(\C)c1nc2ccc(Cl)cc2[nH]1,65,x,51,66,58,52,62,79
CCOP(=O)(OCC)/C(C#N)=C\c1ccc(OC(C)=O)cc1,95,105,99,107,118,x,105,98
COc1ccc2c(c1)Oc1nc(N)c(C#N)c(N)c1C2Sc1ccc(SC)cc1 (configuration not stated),86,-2.6*,33,51,18,100,2.5*,28
FC(F)(F)c1cccc(I)c1,110,112,104,111,108,95,107,102
COC(=O)c1occc1C,109,97,x,110,x,96,106,105
COc1ccc(-c2nn([C@H]3CC(=O)[C@@H]4OC[C@H]3O4)c(=S)n2C)cc1,92,83,51,99,109,104,77,92

# Continued.
SMILES,A549/ATCC,CCRF-CEM,EKVX,UACC-62,HOP-92,HOP-62,RPMI-8226,M14
O=c1c2cc(Br)cc(Br)c2nc(-c2ccc(Cl)cc2)n1/N=C/c1cccc(F)c1,49,49,59,75,x,11,x,68
CC(C)=C1C=C(C(C)(C)C)C(=O)C(C(C)(C)C)=C1,70,101,105,89,81,95,92,108
CCCNC1(C#N)CCN(Cc2ccccc2)CC1,101,108,94,92,90,92,110,95
CCN(CC)CCNC(=O)n1cc(-c2ccncc2)c(-c2cc(O)cc(Cl)c2)n1,62,86,67,33,x,34,x,30
CCOC(=O)C1C(=O)C=C(c2ccc(OC)cc2)CC1c1sc(N(C)Cc2ccccc2)nc1Cl (configuration not stated),82,86,82,46,30,82,64,88
O[C@@H]1CCO[C@H](c2ccc3ccccc3c2)C1,97,103,102,100,93,99,96,101
Fc1ccc(C(F)(F)F)cc1,99,10,108,100,95,115,89,101
O=C(O)c1ccc(N2C(=O)/C(=C3\SC(=S)N(c4ccc(C(=O)O)cc4)C3=O)SC2=S)cc1,100,100,x,91,104,96,109,99
Cc1cc(Cl)ccc1NC(=O)/C(Cl)=C1/Sc2ccccc2NC1=O,112,77,70,74,70,91,69,84
COC(=O)Cc1cc(COC(C)=O)ccc1C,99,96,119,104,79,110,110,106
c1ccc(SSc2ccccc2)cc1,110&90,103&72,105,96&94,94&100,108&97,100&96,14&102
Cc1ccc(-c2ccc(/C=C(\C#N)c3nc(-c4ccco4)cs3)o2)cc1,103,79,52,87,100,98,x,94
O=C(Nc1ccccc1)C1CN(Cc2ccccc2F)CCS1 (configuration not stated),110,99,98,88,98,94,102,104
Cc1ccc(C2=Nc3c(N)nc(N)nc3NC(c3cccc(Nc4ccnc5cc(C(F)(F)F)ccc45)c3)C2)cc1 (configuration not stated),30,3.4*,38,41,28,34,-19*,11
CCCCOC(=O)Oc1ccc(C(=O)Oc2ccc(OCC)cc2)cc1,86,8.8*,98,104,x,113,75,97

# At a glance, 15 of the compounds above:
SMILES,A549/ATCC,CCRF-CEM,EKVX,UACC-62,HOP-92,HOP-62,RPMI-8226,M14
CCCCN(C(=O)c1ccco1)c1ccccc1,100,97,94,103,97,97,103,106
CN(C)c1ccc(/C=C(\C#N)c2nc(N)nc(Nc3ccc(S(N)(=O)=O)cc3)n2)cc1,92,47,96,89,64,104,47,99
CC1(C)CC[C@]2(c3nnc(-c4cccnc4)o3)CC[C@]3(C)C(=CC[C@@H]4[C@@]5(C)CCC(=O)C(C)(C)[C@@H]5CC[C@]43C)[C@@H]2C1,68,56,87,50,76,95,50,83
CCOC(=O)c1cnn(CC(O)c2ccccc2)c1NC(=O)c1ccc(F)cc1 (configuration not stated),93,108,x,97,102,96,102,102
COc1cccc(Cn2cc3c(c2-c2ccccc2)CCc2cnoc2-3)c1OC,79,70,61,71,67,x,61,96
N#CC1=C(N)Oc2cc(N)ccc2C1c1ccc(F)cc1 (configuration not stated),74,67,97,75,x,70,82,51
CCOc1ccccc1NC(=O)c1cc(-c2ccc(C)cc2)n(-c2ccc(S(C)(=O)=O)cc2)n1,95,94,85,95,85,106,95,107
Cc1nn(-c2ccccc2)c2c1oc(=O)c1cc(Cl)ccc12,102,98,93,92,x,92,101,93
CC(C)CNCC(O)COc1ccccc1 (configuration not stated),111,109,108,112,101,100,116,113
O=S(=O)(C/C(=N/O)c1cccs1)c1ccccc1,99,92,x,104,102,109,100,107
O=[N+]([O-])c1ccc(C(Cl)=C(Cl)Cl)cc1,103,100,x,103,x,98,99,103
Cn1c(O)c(/C=N/NC(=O)c2ccccn2)sc1=S,51,32,72,57,80,43,63,54
CCCCC/C(C)=C(\C#N)C(=O)NC(N)=S,107,107,x,103,86,99,101,102
Cc1cc(=NC(C)(C)C)nc2c3ccccc3c(Cl)cn12,95,85,x,75,x,101,79,97
COc1ccc(Oc2c(OC)cc(NCc3ccc(CN)cc3)c3ncccc23)cc1,99,95,x,94,84,92,82,97

# Next section
SMILES,A549/ATCC,CCRF-CEM,EKVX,UACC-62,HOP-92,HOP-62,RPMI-8226,M14
N#CC(CCc1ccc([N+](=O)[O-])cc1)(CCc1ccc([N+](=O)[O-])cc1)C(N)=O,98,109,88,73,77,100,102,99
O=C(c1ccccc1)c1c(/C=C/c2ccc(Br)cc2)nc2ccccc2c1/C=C/c1cccs1,95,106,99,80,90,100,103,99
O=C(c1nc2ccccc2[nH]1)C1C(c2ccco2)C2CSCN2[C@@]12C(=O)Nc1ccccc12 (some centres not stated),102,110,103,91,113,100,101,101
C/C=C(/C)C(=O)OC,105,x,x,100,100,103,99,100
CC(=O)OCC(=O)O[C@@H]1C[C@]2(C(C)C)O[C@@]1(C)[C@@H]1CC[C@@H](C)[C@H]1[C@@H]2OC(=O)/C=C/c1ccccc1,72,71,69,81,67,87,74,97
CCN(CC)CCN=c1c(C)nc(C#N)c(N)n1O,98,101,x,100,103,97,106,103
Nc1c(O)c(S(=O)(=O)O)c(O)c2c1C(=O)c1ccccc1C2=O,19,28,34,35,14,43,11,35
CCN(CC)C(=O)c1cccnc1,102,97,112,105,117,119,105,103
Cc1nn(-c2ccc(Cl)cc2)c(=O)n1CCn1cncn1,109,116,96,107,106,103,109,95
O=S(=O)(Oc1ccc(-c2cn3ccsc3n2)cc1)N1CCCCC1,102,111,108,96,113,104,109,104
Cc1cc(NC(=S)SCc2ccc3c(c2)OCO3)ccc1Cl,94,92,94,86,70,94,75,100
Clc1ccc(N2c3nc4ccccc4cc3Sc3cc4ccccc4nc32)cc1,x,x,98,85,x,90,x,95
C=C(C)Cn1c(SCC(=O)c2cccs2)nc2sc3c(c2c1=O)CCCC3,41,40,77,45,92,74,51,78
N=c1c2c(N)[nH]nc2nc2n1-c1ccccc1Sc1ccccc1-2,85,103,109,83,81,101,81,109
CC[C@]1(O)C(=O)OCc2c1cc1n(c2=O)Cc2cc3c(N)cccc3nc2-1,93,95,104,101,93,x,97,99
Cc1ccc(S(=O)(=O)N2CCC(=O)CC2)cc1,103,101,98,99,100,104,99,94
CC1Cc2c(ncn3c(-c4cccnc4)nnc23)N(C)c2ccccc21 (configuration not stated),80,95,78,74,29,94,x,112
O=C(O)c1cc2c(s1)C(=O)c1sccc1C2=O,29,42,101,51,54,-89*,74,-96*
COc1ccc(-c2cc(-c3cc(OC)ccc3O)[nH]c(=O)c2C#N)cc1,80,46,96,41,32,53,56,27
CCCn1cnc2c(SCc3ccccc3F)nc(N)nc21,105,101,102,99,80,106,108,115
CC(=O)c1c(C)[nH]c2c1c(-c1cccnc1)nc1ccccc12,95,86,88,80,114,97,96,93

# Screens deposited in PubChem BioAssay by NCI.
